Compound activity: PubChem, National Center for Advancing Translational Sciences (NCATS)
GLP1R inv ag = acts as inverse agonist at human GLP-1 receptor. P43220. HEK293 GLP-1R CRE-luciferase, luminescence, 24 h; GLP-1R form is constitutively active. Potency, µM (doses to about 38.3 µM), inactives show at the top dose activity change, negative = inhibition, actives largely listed as inhibitors. actives 1.6% (n = 410,000). AID 624417; further: potency means the concentration at half of the fitted maximal effect; on the % scale 0 is the no-effect control and ±100 the full control effect; nearly all actives have a fitted effect of over 55% in size
Target sequence (P43220 whole entry, looked up): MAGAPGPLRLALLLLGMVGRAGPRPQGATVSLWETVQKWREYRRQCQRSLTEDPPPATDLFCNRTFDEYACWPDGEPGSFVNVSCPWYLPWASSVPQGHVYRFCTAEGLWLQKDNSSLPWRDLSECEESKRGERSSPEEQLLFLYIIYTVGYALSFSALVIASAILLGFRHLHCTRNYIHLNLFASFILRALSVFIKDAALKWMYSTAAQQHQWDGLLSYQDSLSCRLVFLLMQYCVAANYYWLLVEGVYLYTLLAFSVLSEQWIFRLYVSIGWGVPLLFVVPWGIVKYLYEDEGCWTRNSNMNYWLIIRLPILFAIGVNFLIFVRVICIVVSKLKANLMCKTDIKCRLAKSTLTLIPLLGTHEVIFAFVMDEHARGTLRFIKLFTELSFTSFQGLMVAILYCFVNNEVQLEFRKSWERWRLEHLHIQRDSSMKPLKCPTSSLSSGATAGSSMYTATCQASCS
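qHTS in 1536-well format: reporter HEK293 cells expressing constitutive GLP-1R activity in DMEM + 10% Nu serum, 24 hr with compounds at 37 deg C, luminescence read after 12 min with detection reagent.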
D3 antag = D3 dopamine receptor (human) antagonism; max response, negative = inhibition, %; actives 2.5% (n = 360,000); D3R cells, DiscoveRx beta-arrestin luminescence, antagonist mode; hits give low values; AID 652054; P35462; in the data active means max response below about -50%; inconclusive means no clear call, values can overlap the other calls; further: on the % scale 0 is the no-effect control and ±100 the full control effect; mostly tested at two doses, the higher about 12 µM
Target sequence (P35462 whole entry, looked up): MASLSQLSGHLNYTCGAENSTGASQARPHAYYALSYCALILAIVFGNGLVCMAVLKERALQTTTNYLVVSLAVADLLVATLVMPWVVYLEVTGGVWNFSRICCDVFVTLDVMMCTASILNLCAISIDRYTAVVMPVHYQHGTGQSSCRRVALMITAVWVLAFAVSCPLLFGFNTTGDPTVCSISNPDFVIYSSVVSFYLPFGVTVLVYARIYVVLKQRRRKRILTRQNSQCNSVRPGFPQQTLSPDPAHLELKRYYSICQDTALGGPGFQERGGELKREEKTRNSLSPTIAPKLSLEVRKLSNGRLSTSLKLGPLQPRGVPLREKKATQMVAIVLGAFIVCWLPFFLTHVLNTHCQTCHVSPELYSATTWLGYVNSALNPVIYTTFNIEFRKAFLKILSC
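Cells expressing the human receptor were seeded at 1500 cells/well, incubated overnight at 37 degrees C in 5% CO2, then exposed to library compounds with dopamine controls for 90 minutes at 37 degrees C before luminescent detection.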
TDP43 rescue = rescues yeast growth from TDP-43 toxicity; TDP-43 expressing yeast growth rescue, BacTiter-Glo, 24 h; Potency, µM (highest dose often 46.1 µM), for inactives: at the top dose growth rescue (activation), actives largely listed as activators; actives 1.8% (n = 410,000); AID 652104; further: potency means the concentration at half of the fitted maximal effect; % of control where 0% means no effect; nearly all actives have a fitted effect of over 50% in size
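Luminescence from BacTiter-Glo reports growth of TDP-43-expressing yeast after 24 hr at 30 deg C with compound. Cells were raffinose-pregrown to mid-log, then seeded in galactose medium at OD600=0.02.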
DRD3 agonist = D3 dopamine receptor (human) agonism | AID 652048 | actives 0.58% (n = 410,000) | D3R DiscoveRx beta-arrestin cells, luminescence, 90 min | max activation, % | P35462; in the data active means max activation above about 30%; further: 0% is about no effect; mostly tested at two doses, the higher about 12 µM
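Cells at 1500/well, incubated overnight, then treated with pinned compounds (dopamine as control) for 90 min at 37 degrees C. DiscoveRx reagent added for 30 - 60 minutes at room temperature; luminescence read.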
HEK293 tox = cytotoxicity in counter-screen for GLP-1R inverse agonists. actives 0.13% (n = 410,000). AID 624418. HEK293 cAMP-luciferase reporter cells, luminescence, 24 h. Potency, µM (series often up to 38.3 µM), without a hit: at the highest dose activity change, negative = inhibition, usual class: inhibitors;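 further: loss of luciferase light is scored as toxicity; potency means the concentration at half of the fitted maximal effect; on the % scale 0 is the no-effect control and ±100 the full control effect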
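Compound-treated cells are incubated 24 hr at 37 deg C under 5% CO2 after a 12 hour attachment period, then luciferase detection reagent is added and luminescence is measured following 12 min at room temperature; lowered signal indicates toxicity.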
GLP-1R agonist = GLP-1 receptor (human) agonism. P43220. HEK293 GLP-1R CRE-luciferase, luminescence, 4-6 h; cells express a hypersensitive GLP-1R form. Potency, µM (titrated, usually from 45.6 µM), for inactives: top-dose activation, hits mostly activators. actives 0.007% (n = 380,000); further: potency means the concentration at half of the fitted maximal effect; % of control where 0% means no effect
PTHR1 ag = agonists of human PTHR1 parathyroid hormone receptor; actives 0.075% (n = 410,000); Potency, µM (series often up to 115 µM), for inactives: at the highest dose activation, hits mostly activators; Q03431; AID 743266; HEK293 GP2 PTHR1 cells, GloSensor cAMP luminescence, 1 h; further: potency means the concentration at half of the fitted maximal effect; nearly all actives have a fitted effect of over 55% in size; some results filed as inactive show a strong effect at the top dose; inactives centre near -15; many of its hits are not listed in these tables
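HEK-293-derived GP2 cells expressing PTHR1 and a GloSensor cAMP reporter, 3,000/well, plated overnight, given luciferin plus IBMX (each 0.5 mM as added) for 1 h at 37 °C, then compound for 1 h at 37 °C. Luminescence was read after 15 min at room temperature.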
aSyn yeast inh = rescues yeast growth from alpha-synuclein toxicity | Yeast expressing alpha-synuclein, growth rescue, BacTiter-Glo, 24 h | Potency, µM (highest dose often 46.1 µM), without a hit: at the top dose growth rescue (activation), actives largely listed as activators | actives 0.14% (n = 370,000); further: potency means the concentration at half of the fitted maximal effect; % of control where 0% means no effect; nearly all actives have a fitted effect of over 65% in size
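Galactose-induced alpha-syn yeast (OD600=0.02, raffinose-pregrown) + pinned cpd, 24 hr, 30 deg C; growth by BacTiter-Glo luminescence. Growth restoration scores as activation.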
KB-V1 cytotox = KB-V1 MDR subline cytotoxicity; actives 3.4% (n = 400,000); Potency, µM (titrated, usually from 46.1 µM), without a hit: at the top dose activity change, negative = cytotoxicity, actives largely listed as cytotoxic; AID 1347076; KB-V1 MDR cells viability, CellTiter-Glo, 72 h; further: potency means the concentration at half of the fitted maximal effect; on the % scale 0 is the no-effect control and ±100 the full control effect; nearly all actives have a fitted effect of over 60% in size
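Following 72 h at 37 degrees C with compound, KB-V1 cell viability was read by CellTiter-Glo luminescence, medium being phenol-red-free DMEM plus 10% FBS; concentration-response parameters came from normalized, curve-fitted qHTS data.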
* hit, by the source's call; [ ] = dose if it differs, or a comment. Unless noted, the call rests on the fitted dose curve; in most records, active means well fitted curve in the direction sought with a large enough effect; inconclusive means small, poorly fitted or top-dose-only effect, or another doubt; inactive means no such curve, though single readings can be large; an effect the other way counts as inactive or inconclusive. These rows are one share of the data; rates above refer to the full screens.

For Cc1ccc(C(=O)C(NC(=O)c2ccco2)N2CCOCC2)cc1 (stereo unspecified) the results were GLP1R inv ag 5%, D3 antag 3, TDP43 rescue -2%, DRD3 agonist -3, HEK293 tox 8%, GLP-1R agonist -7%, PTHR1 ag inactive, aSyn yeast inh 6% and KB-V1 cytotox -4%.
CCCc1sc(C(=O)Nc2nnc(C3CC3)s2)cc1CC was read as GLP1R inv ag 6%, D3 antag 2, TDP43 rescue -1%, DRD3 agonist 0, HEK293 tox 0%, GLP-1R agonist 7%, PTHR1 ag inactive, aSyn yeast inh 3% and KB-V1 cytotox -6%.
COCCN(C(=O)c1snc(C(N)=O)c1N)C(C(=O)NC1CCCCC1)c1ccc(N(C)C)cc1 (stereo unspecified) was read as GLP1R inv ag 30%[activator], D3 antag 10, TDP43 rescue 14%, DRD3 agonist 6, HEK293 tox -1%, GLP-1R agonist -5%, PTHR1 ag inconclusive, aSyn yeast inh -1% and KB-V1 cytotox 11%.
O=C(NCc1ccco1)c1ccc(OC2CCN(Cc3ccccn3)CC2)cc1 was read as GLP1R inv ag -16%, D3 antag 7, TDP43 rescue 17%, DRD3 agonist 1, HEK293 tox -5%, GLP-1R agonist 25%, PTHR1 ag inactive, aSyn yeast inh 0% and KB-V1 cytotox -21%.
Screening CSc1ccc(C(=O)N2CCC(CCC(=O)NCc3ccc(F)cc3)CC2)cc1 returned GLP1R inv ag inconclusive, D3 antag -3, TDP43 rescue 11%, DRD3 agonist -3, HEK293 tox 1%, GLP-1R agonist 3%, PTHR1 ag -35%, aSyn yeast inh 0% and KB-V1 cytotox inconclusive.
Screening COc1ccccc1NC(=O)NCc1ccc(C)n1C returned GLP1R inv ag 9%, D3 antag 23, TDP43 rescue 5%, DRD3 agonist 4, HEK293 tox 0%, GLP-1R agonist -4%, PTHR1 ag inactive, aSyn yeast inh -1% and KB-V1 cytotox 0%.
For CN(c1ccccc1)S(=O)(=O)c1cccc(C(=O)N2CCCCCC2)c1 the results were GLP1R inv ag inconclusive, D3 antag 0, TDP43 rescue -1%, DRD3 agonist -9, HEK293 tox 3%, GLP-1R agonist 9%, PTHR1 ag inactive, aSyn yeast inh 0% and KB-V1 cytotox -13%.
Screening CCOc1cccc(Oc2ccc(C(F)(F)F)cn2)c1 returned GLP1R inv ag 0%, D3 antag -29, TDP43 rescue -20%, DRD3 agonist -2, HEK293 tox -8%, GLP-1R agonist 1%, PTHR1 ag inactive, aSyn yeast inh -5% and KB-V1 cytotox 13%.
For Cc1nc2c(C(=O)NCCC3=CCCCC3)c[nH]n2c(=O)c1Cl the results were GLP1R inv ag -23%, D3 antag 4, TDP43 rescue 3%, DRD3 agonist -8, HEK293 tox -7%, GLP-1R agonist 2%, PTHR1 ag -25%, aSyn yeast inh -13% and KB-V1 cytotox -4%.
Screening COc1ccc(OCC(=O)NC2CC(=O)N(c3cccc(OC)c3)C2)cc1 (stereo unspecified) returned GLP1R inv ag 6%, TDP43 rescue 12%, DRD3 agonist -10, HEK293 tox 7% and PTHR1 ag 26%.
`Cc1c(C)n2c(SCC(=O)N3CCCC3)nnc2[nH]c1=O` gave GLP1R inv ag 23%, D3 antag 14, TDP43 rescue -11%, DRD3 agonist 20, HEK293 tox 0%, GLP-1R agonist 0%, PTHR1 ag -23%, aSyn yeast inh 2% and KB-V1 cytotox 13%.
Screening Cc1cc(=O)oc2c(CN3CCC(C)CC3)c(O)c(Cl)cc12 returned GLP1R inv ag 24%, D3 antag 8, TDP43 rescue 17%, DRD3 agonist 2, HEK293 tox 113%[activator], GLP-1R agonist 2%, PTHR1 ag inactive, aSyn yeast inh 0% and KB-V1 cytotox inconclusive.
O=C(COC(=O)C12CC3CC(CC(Cl)(C3)C1)C2)Nc1ccc2[nH]c(=O)[nH]c2c1 was read as GLP1R inv ag -9%, D3 antag 4, TDP43 rescue 19%, DRD3 agonist 2, HEK293 tox -27%, GLP-1R agonist 17%, PTHR1 ag inactive, aSyn yeast inh 3% and KB-V1 cytotox 19%.
`COc1ccc(NC(=O)c2sc3nc(N4CCCC4)c4c(c3c2N)CC(C)(C)OC4)c(OC)c1` gave GLP1R inv ag 137%[activator], D3 antag 23, TDP43 rescue 5%, DRD3 agonist 14, HEK293 tox 0%, GLP-1R agonist 22%, PTHR1 ag inactive, aSyn yeast inh -2% and KB-V1 cytotox 26%.
Screening CCn1nc(NS(=O)(=O)c2ccc([N+](=O)[O-])cc2)c2cc3cccc(C)c3nc21 returned GLP1R inv ag inconclusive, D3 antag inconclusive, TDP43 rescue -3%, DRD3 agonist -11, HEK293 tox 0%, GLP-1R agonist -1%, PTHR1 ag -13%, aSyn yeast inh -2% and KB-V1 cytotox inconclusive.
Screening Cc1ccc(S(=O)(=O)N2CCCC2C(=O)Nc2cc(C)on2)cc1 (stereo unspecified) returned GLP1R inv ag 10%, D3 antag 17, TDP43 rescue -6%, DRD3 agonist -3, HEK293 tox -15%, GLP-1R agonist 0%, PTHR1 ag -8%[57.5 µM], aSyn yeast inh -10% and KB-V1 cytotox -13%.
Screening CN1CC(=O)N(CC(=O)Nc2ccc(Br)cc2F)C1=O returned GLP1R inv ag -15%, D3 antag -10, TDP43 rescue 4%, DRD3 agonist -4, HEK293 tox 7%, GLP-1R agonist 1%, PTHR1 ag -1%, aSyn yeast inh -5% and KB-V1 cytotox -3%.
For CC1CCN(C(=O)c2ccc(NS(=O)(=O)c3ccccc3)cc2)CC1 the results were GLP1R inv ag 8%, D3 antag -5, TDP43 rescue -22%, DRD3 agonist 3, HEK293 tox -2%, GLP-1R agonist 15%, PTHR1 ag -43%[inhibitor], aSyn yeast inh 2% and KB-V1 cytotox inconclusive.
Screening CC(C)c1nnc(NC(=O)CCc2ccccc2)s1 returned GLP1R inv ag -2%, D3 antag 3, TDP43 rescue 22%, DRD3 agonist 7, HEK293 tox -1%, GLP-1R agonist 0%, PTHR1 ag -11%, aSyn yeast inh -3% and KB-V1 cytotox 1%.
`COc1cc(C(=O)Nc2ccc(C)cc2)c2ccccc2n1` gave GLP1R inv ag -60%, D3 antag -2, TDP43 rescue -10%, DRD3 agonist -3, HEK293 tox -9%, GLP-1R agonist 13%, PTHR1 ag inactive, aSyn yeast inh -5% and KB-V1 cytotox inconclusive.
`Cc1cccc(C(=O)Nc2ccccc2OCc2cc(=O)n3ccccc3n2)c1` gave GLP1R inv ag -1%, TDP43 rescue 0%, DRD3 agonist 5, HEK293 tox -13% and PTHR1 ag inactive.
Screening Cc1ccc(CN2C(=O)C(=O)c3cc(C)ccc32)cc1 returned GLP1R inv ag inconclusive, D3 antag -54*, TDP43 rescue 11%, DRD3 agonist -11, HEK293 tox -18%, GLP-1R agonist 18%, PTHR1 ag inactive, aSyn yeast inh -13% and KB-V1 cytotox inconclusive.
Screening COc1ccc(OC)c(S(=O)(=O)N/N=C\c2c[nH]c3ccccc23)c1 returned GLP1R inv ag -71%, D3 antag -7, TDP43 rescue 21%, DRD3 agonist 2, HEK293 tox -2%, GLP-1R agonist -4%, PTHR1 ag -14%, aSyn yeast inh 4% and KB-V1 cytotox inconclusive.
`COc1cc(C(c2c(C)[nH][nH]c2=O)c2c(C)[nH][nH]c2=O)ccc1OC(=O)c1cccc([N+](=O)[O-])c1` gave GLP1R inv ag 12%, D3 antag 0, TDP43 rescue 2%, DRD3 agonist 0, HEK293 tox 17%, GLP-1R agonist -15%, PTHR1 ag inactive, aSyn yeast inh -10% and KB-V1 cytotox inconclusive.
`CC(C)N1C(=O)CCC1C(=O)N1CCN(c2ccccn2)CC1` (stereo unspecified) gave GLP1R inv ag 0%, D3 antag -21, TDP43 rescue 14%, DRD3 agonist -8, HEK293 tox 15%, GLP-1R agonist -4%, PTHR1 ag -24%, aSyn yeast inh -7% and KB-V1 cytotox -9%.
`CC(C)=NOCC(=O)Nn1c(COc2c(C)cccc2C)nc2ccccc2c1=O` gave GLP1R inv ag -21%, D3 antag 1, TDP43 rescue 7%, DRD3 agonist 10, HEK293 tox -1%, GLP-1R agonist 10%, PTHR1 ag -2%, aSyn yeast inh -2% and KB-V1 cytotox -11%.
O=C(COc1ccc(Br)cc1)N/N=C1/SCC(=O)N1Cc1ccco1 was read as GLP1R inv ag 4%, D3 antag -1, TDP43 rescue 16%, DRD3 agonist 2, HEK293 tox 8%, GLP-1R agonist 10%, PTHR1 ag -6%, aSyn yeast inh 12% and KB-V1 cytotox inconclusive.
CC1(C)CC(=O)C(C(C2=C(O)CC(C)(C)CC2=O)c2ccc([N+](=O)[O-])cc2)C(=O)C1 (stereo unspecified) was read as GLP1R inv ag -16%, D3 antag -1, TDP43 rescue inconclusive, DRD3 agonist -12, HEK293 tox 2%[1.53 µM], GLP-1R agonist 1%, PTHR1 ag -44%[inhibitor], aSyn yeast inh 16% and KB-V1 cytotox inconclusive.
For CCn1c(=O)cc(OCC(=O)Nc2ccccc2N2CCN(C)CC2)c2ccccc21 the results were GLP1R inv ag 10%, D3 antag 6, TDP43 rescue 18%, DRD3 agonist -6, HEK293 tox -15%, GLP-1R agonist 1%, PTHR1 ag inactive, aSyn yeast inh -3% and KB-V1 cytotox -12%.

Random excerpt: 2 entries already listed.
CC1(C)CC(=O)C(C(C2=C(O)CC(C)(C)CC2=O)c2ccc([N+](=O)[O-])cc2)C(=O)C1 (stereo unspecified) was read as GLP1R inv ag -16%, D3 antag -1, TDP43 rescue inconclusive, DRD3 agonist -12, HEK293 tox 2%[1.53 µM], GLP-1R agonist 1%, PTHR1 ag -44%[inhibitor], aSyn yeast inh 16% and KB-V1 cytotox inconclusive.
`CC(C)N1C(=O)CCC1C(=O)N1CCN(c2ccccn2)CC1` (stereo unspecified) gave GLP1R inv ag 0%, D3 antag -21, TDP43 rescue 14%, DRD3 agonist -8, HEK293 tox 15%, GLP-1R agonist -4%, PTHR1 ag -24%, aSyn yeast inh -7% and KB-V1 cytotox -9%.
